PLAP act: activators of human placental alkaline phosphatase; P05187; purified PLAP enzyme, luminescent substrate read-out; hits give high values; activation fold at 20 µM; hit rate 1.2% among 96,000; AID 696; in the data active = activation fold above about 2
S1P2 blocker: blocks the human S1P2 receptor. inhibition, % at 5 µM. hit rate 0.21% among 97,000. O95136. cell-based S1P2 antagonist assay, inhibition at 5 uM; in the data active = inhibition above about 45%;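 also: CRE beta-lactamase reporter cells expressing human S1P2 stimulated with S1P; 0% = agonist at EC80 alone and 100% = agonist plus reference antagonist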
S1P2 ag: agonists of human S1P2 receptor; S1P2-expressing cell line, agonist reporter read-out; activation, % at 4.5 µM; AID 729; hit rate 0.46% among 97,000; in the data active = activation above about 16%;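 also: 0% = vehicle low control and 100% = maximal reference agonist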
Rev-RRE block: HIV Rev-RRE protein-RNA interaction inhibition | P05866 | hit rate 0.79% among 97,000 | inhibition, % at 8 µM | AID 704 | Rev peptide-RRE RNA binding, FRET;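 active = inhibition above the screen-wide mean plus 3 SD, cut at about 35% in these data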;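 also: 0% = median DMSO wells and 100% = median Neomycin B control wells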
Target sequence (P05866 whole entry, looked up): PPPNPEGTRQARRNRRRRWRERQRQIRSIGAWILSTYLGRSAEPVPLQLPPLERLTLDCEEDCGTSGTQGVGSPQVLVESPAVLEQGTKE
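Test system: Cy5-tagged RRE RNA duplex with fluorescein-tagged Rev peptide | Read-out: % inhibition of FRET ratio versus controls | Probe or stimulus: Labelled Rev peptide | Incubation: 5 min RNA-compound premix plus 15 min binding step, 25 °C | Technique: FRET fluorescence readout | Benchmarks: DMSO low control, neomycin B high control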
PLK1 PBD inh: blocks phosphopeptide binding to human Plk1 polo box domain. P53350. Plk1 PBD phosphopeptide binding, fluorescence polarization. inhibition, %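 (tested at about 20 µM)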. hit rate 0.13% among 97,000; in the data active = inhibition above about 34%, passing the limit was not always enough
EphB4 ephrin blk: EphB4-ephrin-B2 interaction antagonism | P54760 | EphB4 LBD / TNYL-RAW-Alexa532 peptide, fluorescence polarization | inhibition, % at 7 µM | hit rate 0.15% among 97,000;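 active = inhibition above the screen-wide mean inhibition plus 3 SD, cut at about 15% in these data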;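 also: 0% = DMSO wells and 100% = excess unlabeled TNYL-RAW peptide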
PLK1 inh: PLK1 (human) kinase inhibition; P53350; hit rate 0.53% among 97,000; recombinant PLK1 kinase, TR-FRET peptide phosphorylation; inhibition, % at 10 µM;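 active = inhibition of 50% or more in the single-concentration screen; inactive = inhibition below 50%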;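 also: 0% = DMSO max control and 100% = H-89 dihydrochloride min control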
MT1-MMP txn act: MT1-MMP promoter transcription activation; AID 750; hit rate 0.16% among 86,000; activation factor at 10 µM; HT1080 MT1-MMP promoter luciferase reporter, luminescence, overnight; hits give high values;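 active = activation factor of at least 2 for MT1-MMP transcription at 10 µM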
FAK blocker: inhibitors of human focal adhesion kinase; biochemical FAK kinase activity assay; inhibition, %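 (tested at 7 µM)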; Q05397; hit rate 0.84% among 97,000; AID 727; in the data active = inhibition above about 19%;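 also: 0% = DMSO and 100% = reference compound high control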
Target sequence (Q05397 whole entry, looked up): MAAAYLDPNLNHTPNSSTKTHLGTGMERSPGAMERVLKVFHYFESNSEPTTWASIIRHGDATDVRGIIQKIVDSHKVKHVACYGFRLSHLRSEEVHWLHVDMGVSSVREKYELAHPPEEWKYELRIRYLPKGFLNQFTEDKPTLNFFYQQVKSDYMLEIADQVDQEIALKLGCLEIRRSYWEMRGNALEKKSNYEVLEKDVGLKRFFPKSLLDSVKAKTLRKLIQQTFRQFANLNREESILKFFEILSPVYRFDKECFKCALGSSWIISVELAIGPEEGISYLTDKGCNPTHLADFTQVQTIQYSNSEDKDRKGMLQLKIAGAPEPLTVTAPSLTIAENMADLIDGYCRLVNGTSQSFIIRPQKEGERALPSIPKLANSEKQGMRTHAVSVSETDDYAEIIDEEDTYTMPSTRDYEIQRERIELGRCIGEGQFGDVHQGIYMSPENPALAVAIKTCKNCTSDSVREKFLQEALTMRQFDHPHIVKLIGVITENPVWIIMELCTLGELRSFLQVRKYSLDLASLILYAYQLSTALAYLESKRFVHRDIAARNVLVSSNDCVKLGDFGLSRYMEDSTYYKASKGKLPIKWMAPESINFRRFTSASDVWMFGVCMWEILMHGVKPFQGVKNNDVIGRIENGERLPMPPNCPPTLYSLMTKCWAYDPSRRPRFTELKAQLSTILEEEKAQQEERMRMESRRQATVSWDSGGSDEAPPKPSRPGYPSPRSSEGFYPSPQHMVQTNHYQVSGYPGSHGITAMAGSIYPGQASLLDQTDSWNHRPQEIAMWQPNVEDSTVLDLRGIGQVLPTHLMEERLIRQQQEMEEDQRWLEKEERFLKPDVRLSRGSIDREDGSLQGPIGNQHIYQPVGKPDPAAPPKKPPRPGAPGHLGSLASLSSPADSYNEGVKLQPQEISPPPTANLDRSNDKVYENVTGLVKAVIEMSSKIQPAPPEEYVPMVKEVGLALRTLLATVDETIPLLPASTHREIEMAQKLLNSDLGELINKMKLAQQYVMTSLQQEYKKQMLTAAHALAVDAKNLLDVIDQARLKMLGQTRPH
Active calls of the source: *; . = no result given.

SMILES	PLAP act	S1P2 blocker	S1P2 ag	Rev-RRE block	PLK1 PBD inh	EphB4 ephrin blk	PLK1 inh	MT1-MMP txn act	FAK blocker
COc1ccc2cc3cc(C(=O)N4CCN(Cc5ccc6c(c5)OCO6)CC4)oc3nc2c1	1.5	16	-7	6	0	-3	-15	1.2	1
CCCCCCn1c(CN2CCC(C)CC2)nc2c1c(=O)n(C)c(=O)n2C	.	-10	-2	1	-14	-3	-7	1	0
COc1ccc(CCNC(=O)CSc2nnc(CNC(=O)c3ccccc3F)o2)cc1OC	1	-6	-4	7	-11	1	-8	.	-2
CCOC(=O)Cc1c(C)nc2c(C#N)c(C)nn2c1C	0.9	-13	-1	10	11	4	-10	1	6
Cc1ccc(N(CC(O)CON=C2c3ccccc3-c3ccccc32)S(C)(=O)=O)cc1 (stereo unspecified)	1.1	0	-4	15	-3	1	-10	1	1
O=P(Cc1ccccn1)(c1ccccc1)c1ccccc1	0.8	0	-1	6	-8	4	-10	.	-6
Cc1ccc(Cn2nnc3c(=O)n(CC(=O)N4CCCc5ccccc54)cnc32)cc1	.	0	-8	8	18	1	-14	1.1	0
Cc1ccc(NC(=O)C(C)N2C(=O)c3ccccc3C2=O)cc1 (stereo unspecified)	0.9	-6	-5	1	12	-3	-7	1.2	-4
Cc1ccccc1-n1c(SCC(=O)N2CCCC2)nnc1-c1ccccn1	1.5	32	-5	7	15	9	-6	1.2	5
O=C(c1ccc(Cl)cc1)N(Cc1cccs1)C1CCS(=O)(=O)C1 (stereo unspecified)	1	-3	-10	8	16	-1	-10	1.1	0
O=C(c1ccccc1)N1CCCc2ccccc21	.	-11	-4	4	-1	-1	-4	1.1	1
Cc1cccc(C)c1NC(=O)CSc1ncnc2nc[nH]c12	1.1	-9	-3	5	-3	-5	3	.	2
O=C(NC1CCCCC1)C(c1ccccc1)N(Cc1ccc2c(c1)OCO2)C(=O)c1cnsn1 (stereo unspecified)	.	-11	-1	1	-36	2	4	1.6	0
CCOC(=O)CCC(=O)Nc1ccc(S(=O)(=O)N2CCC(C)CC2)cc1	.	18	-3	10	-8	6	-10	1.1	1
COc1ccc2oc(C(F)(F)C(F)F)cc(=O)c2c1	1.1	-5	-7	7	10	2	-11	1.1	5
Cc1ccc(CN2CC34C=CC(O3)C(C(=O)NCc3ccco3)C4C2=O)cc1 (stereo unspecified)	1.2	14	-4	-2	13	-5	-4	1.1	0
O=C(NCCC1=CCCCC1)C1CCN(S(=O)(=O)c2cnc[nH]2)CC1	1.4	3	-1	4	-6	-8	-2	1.1	0
COc1cc(C)c(N(C(C)=O)c2ccccc2)c(C)c1	1.1	17	-6	-2	-15	-2	-7	1.1	3
CCOC(=O)c1c(-c2ccccc2)oc2ccc(O)c(CN3CCCC3)c12	1.1	17	-7	-4	-13	4	-1	1.1	-11
CC(=O)CC(C)(C)S(=O)(=O)c1ccc(Oc2ccc(S(=O)(=O)C(C)(C)CC(C)=O)cc2)cc1	.	4	-4	0	4	-3	-10	1.1	-3
Cc1[nH]nc(-c2ccc(OCc3cnn(-c4ccccc4)c3)c(C)c2O)c1Oc1ccccc1	1	-11	-1	17	14	-8	-8	.	0
CC(C)c1ccccc1NC(=O)c1cccnc1	1	-3	-3	3	2	-3	-11	0.8	1
Cc1nn2c(-c3ccccc3)nnc2c2ccccc12	1.1	-24	-6	1	4	-2	-5	1.6	-2
CCOC(=O)CCSc1nc(C(C)(C)C)cc(C(F)(F)F)c1C#N	.	-1	-4	10	-4	4	-15	1.2	-1
Cc1cc(C(F)F)n2nc(C(=O)Nc3ccc(S(=O)(=O)N4CCCC4)cc3)nc2n1	1.1	6	0	1	19	3	-4	1	0
COc1cccc(OCCOc2ccccc2[N+](=O)[O-])c1	.	28	0	7	-18	2	-3	.	9
COC(=O)CNC(=O)c1cccc(F)c1	0.9	-5	-2	4	8	-7	-2	1.3	0
COc1ccccc1N1CCN(C(c2cc3cc(C)ccc3[nH]c2=O)c2nnnn2C2CCCC2)CC1 (stereo unspecified)	1.1	16	-8	-2	12	2	6	1.1	-6
Cc1ccc(-c2nnc(SCC(=O)O)n2N)cc1	0.9	8	-2	5	-10	4	1	1.1	5
CCCCNC(=O)c1onc(CSc2cc(C)cc(C)c2)c1C(=O)O	1.1	3	-8	-3	-22	5	-10	.	-12

An excerpt of these results, in markdown:
| canonical_smiles | PLAP act | S1P2 blocker | S1P2 ag | Rev-RRE block | PLK1 PBD inh | EphB4 ephrin blk | PLK1 inh | MT1-MMP txn act | FAK blocker |
| --- | --- | --- | --- | --- | --- | --- | --- | --- | --- |
| COC(=O)CNC(=O)c1cccc(F)c1 | 0.9 | -5 | -2 | 4 | 8 | -7 | -2 | 1.3 | 0 |
| COc1ccccc1N1CCN(C(c2cc3cc(C)ccc3[nH]c2=O)c2nnnn2C2CCCC2)CC1 (stereo unspecified) | 1.1 | 16 | -8 | -2 | 12 | 2 | 6 | 1.1 | -6 |
| Cc1ccc(-c2nnc(SCC(=O)O)n2N)cc1 | 0.9 | 8 | -2 | 5 | -10 | 4 | 1 | 1.1 | 5 |

(cont.)
SMILES	PLAP act	S1P2 blocker	S1P2 ag	Rev-RRE block	PLK1 PBD inh	EphB4 ephrin blk	PLK1 inh	MT1-MMP txn act	FAK blocker
CC(C)CC(=O)NC(=S)Nc1ccccn1	1.1	-8	-8	10	-19	0	-6	.	0
c1coc(-c2nnc(NC3=NCCC3)o2)c1	0.9	-6	-4	4	-26	-10	-10	1.6	3
Cc1cc(C(F)(F)F)nn1CC(=O)NNC(=S)Nc1cccc(Cl)c1	1.5	-6	-2	0	-3	4	-1	.	-1
CCc1cc[n+](-c2nc3ccccc3nc2C(=C=[N-])C#N)cc1	0.8	11	-8	8	-23	2	-9	1.3	-2
CC(Oc1ccccc1)C(=O)Nc1cccc(F)c1 (stereo unspecified)	0.9	6	-2	11	-14	9	-3	0.9	0
Cc1ccc(-c2nc(=S)c3c(n2CCN2CCOCC2)CC(C)(C)OC3)cc1	1.1	11	-11	8	-1	1	-12	1.1	-1
O=C(Nc1ccccc1)Nc1nncs1	1	22	-5	5	-17	-1	-3	1	4
CC(C)n1nc(C(=O)OCC(=O)N(C)C2CCS(=O)(=O)C2)c2ccccc2c1=O (stereo unspecified)	0.9	-9	-2	2	-22	-4	-12	1.1	1
Cn1c(CCNC(=O)c2ccccc2)nc2cc(NC(=O)c3ccco3)ccc21	1	16	-8	2	-7	-2	-3	1.5	4
Cc1nn(Cc2ccccc2)c2sc(C(=O)NCc3cccnc3)cc12	1.4	20	-4	8	-22	6	-13	1	7

Limited to PLK1 PBD inh, for some of the entries so far:
SMILES,PLK1 PBD inh
Cc1ccc(-c2nc(=S)c3c(n2CCN2CCOCC2)CC(C)(C)OC3)cc1,-1
CCc1cc[n+](-c2nc3ccccc3nc2C(=C=[N-])C#N)cc1,-23
Cc1cc(C(F)(F)F)nn1CC(=O)NNC(=S)Nc1cccc(Cl)c1,-3
c1coc(-c2nnc(NC3=NCCC3)o2)c1,-26
O=C(Nc1ccccc1)Nc1nncs1,-17

More records.
SMILES	PLAP act	S1P2 blocker	S1P2 ag	Rev-RRE block	PLK1 PBD inh	EphB4 ephrin blk	PLK1 inh	MT1-MMP txn act	FAK blocker
COc1ccc(/C=C/C(O)=C2/C(=O)N(C)C3(C)CC2c2ccccc2O3)cc1 (stereo unspecified)	1	2	-2	13	0	0	-9	0.9	-5
NC1=NCc2ccccc21	0.9	5	-6	9	4	2	-9	1.1	1
S=C1CCSc2ccc(Cl)cc2N1	0.8	-5	-4	0	14	8	-9	1.2	-1
CCCN(CCO)Cc1cccc(Oc2ccccc2)c1	1.3	2	-15	-1	9	-7	0	1.1	-2
CC(C)OC(=O)C1C(=O)CC(C)(O)C(C(=O)OC(C)C)C1c1cccc(O)c1 (stereo unspecified)	1.2	11	-3	-6	-1	4	0	1.2	4
Cc1nc(-c2ccccc2)nc2[nH]ccc(=O)c12	1	-30	-3	-3	9	-5	14	1.6	7
CC(=O)Nc1ccc(NC(=O)Cn2cc3c(n2)CCC(C)C3)cc1 (stereo unspecified)	.	-1	-3	6	-25	3	-11	1.2	1
N#C/C(=C/c1ccc(N2CCCC2)c([N+](=O)[O-])c1)c1nc2ccccc2[nH]1	0.8	15	-1	45*	-40	-1	-6	.	12
Cc1nn(C)c(C)c1CNC(=O)c1cc2n(n1)C(C(F)(F)F)CC(c1cccs1)N2 (stereo unspecified)	1.4	14	-1	1	13	3	-12	1	-1
Cc1ccc(S(=O)(=O)NCC(=O)N2CCCC2)cc1	0.9	-9	-7	7	24	-2	-6	1.1	-1
O=C(CC1CCCCC1)NC1CCCC1	1.1	-7	-6	5	22	2	-8	1.3	-1
O=C(C1CCCN(Cc2ccc3c(c2)OCO3)C1)N1CCCC1 (stereo unspecified)	0.9	5	-4	0	1	-2	-19	1.2	0
Cc1cccc(Cn2cnc3ccccc32)c1	0.7	-4	-4	-3	-1	4	-10	.	1
CC(C)c1ccccc1NC(=S)NN(Cc1ccccc1)c1ccccc1	1	-19	0	-4	31	2	-13	1	5
C=CCS/C(=N\n1cnc2ccccc2c1=O)N1CCCCC1	0.9	8	-11	8	-26	2	-8	1.8	-6
CCOC(=O)c1c(NC(NC(C)=O)C(Cl)(Cl)Cl)sc(C(C)=O)c1C (stereo unspecified)	1.3	4	-4	11	5	3	-8	.	4
Cc1cc(N2C(=O)C(O)=C(C(=O)c3ccc(C)o3)C2c2cccs2)no1 (stereo unspecified)	0.9	0	-6	3	5	-2	-2	1.1	-7
COc1cc(NC(=O)c2cc(Cl)ccc2Cl)ccc1-c1cc2ccccc2oc1=O	1.1	23	-1	-1	-9	6	-8	.	-9
O=C(CSc1ncccn1)NN=C1CCCCCCC1	0.9	11	-6	7	-9	6	-10	.	-2
O=C(CSc1ncnc2c1cnn2CCc1ccccc1)Nc1ccc(F)cc1	0.9	-16	-4	14	13	1	-7	.	-2
CC(C)C(=O)NC(NC(=S)NC1CCS(=O)(=O)C1)C(Cl)(Cl)Cl (stereo unspecified)	.	-6	-4	2	14	2	-16	1.3	-1
CCOC(=O)c1cc2occc2n1CC(=O)NC1CCC(C)CC1 (stereo unspecified)	1.1	-3	-2	1	0	-5	-15	1	2
O=S(=O)(N1CCCCC1)N1CCN(c2ccccc2F)CC1	0.9	-12	-1	2	-18	-6	-33	1.1	-1
COc1ccc(NC(=O)CSc2ncc(-c3ccc(F)cc3)n2Cc2ccco2)cc1	.	-39	-4	9	-3	-4	-9	1.2	1
CSCCC(NC(=O)OCc1ccccc1)C(=O)O (stereo unspecified)	.	-10	-3	-1	5	5	2	1.3	-1
O=C(c1cccnc1)N(Cc1ccccc1)c1ccccc1	1.5	11	-5	0	0	-6	-9	1.3	0
CCOC(=O)c1c(-c2cccs2)csc1NC(=O)CCCC(=O)O	1.3	4	-6	-1	10	-5	0	1.1	-5
Cc1ccc(S(=O)(=O)N2CCN(C(=O)CCC(=O)OCC(=O)Nc3cccc(C#N)c3)CC2)cc1	1.5	15	-3	15	8	-1	7	1.1	-2
CSc1oc(-c2ccc(F)cc2)nc1S(=O)(=O)c1ccccc1	.	0	-10	9	-3	3	-13	1	0
CC(=O)Nc1cc2c(cc1C(=O)c1ccccc1)OCCO2	0.9	7	-5	3	-3	6	18	1.2	6
CCOc1ccc(C(OC(=O)c2ccco2)C(=O)NCc2ccc(C)cc2)cc1 (stereo unspecified)	1	0	0	7	-21	1	-13	1.1	-3
CC(=O)c1ccc(NC(=O)c2ccc3nc(-c4ccco4)c(-c4ccco4)nc3c2)cc1	1.5	-14	-2	-42	13	-3	36	.	84*
N#Cc1c(N)nc(SCC(=O)NCc2ccc3c(c2)OCO3)c(C#N)c1-c1cccs1	0.9	17	-6	-1	-5	-6	-41	1.2	-3
CCn1cc(C(=O)OCc2ccccc2)c(=O)c2ccc(C)nc21	0.7	-54	4	2	-5	0	0	1.1	4
CC(=O)OC1CSc2nc3ccccc3n2C1 (stereo unspecified)	.	3	-3	1	22	1	-2	1	-2
CC(=O)C1=C(O)C(=O)N(c2ccc(C(=O)O)cc2)C1c1ccccc1 (stereo unspecified)	0.9	1	2	5	-7	2	-16	1	3
CC(C)(C)c1ccc(S(=O)(=O)NCC(=O)N2CCN(C(=O)c3ccco3)CC2)cc1	1.2	-11	-5	1	-2	-7	-10	1	3
Cc1cc(C)cc(OCC(=O)Nc2ccc(F)cc2)c1	0.9	9	-8	8	-3	6	-11	0.9	4
